# TRPV1 agonist: activates the human vanilloid receptor TRPV1; TRPV1-expressing cells, Fluo-8 calcium influx, agonist mode; activation, % at 8.33 µM; hit rate 0.19% among 320,000; in the data active = activation above about 80%; inconclusive = between about 30% and that limit; note: 0% is about no effect
# Target sequence (Q8NER1 whole entry, looked up): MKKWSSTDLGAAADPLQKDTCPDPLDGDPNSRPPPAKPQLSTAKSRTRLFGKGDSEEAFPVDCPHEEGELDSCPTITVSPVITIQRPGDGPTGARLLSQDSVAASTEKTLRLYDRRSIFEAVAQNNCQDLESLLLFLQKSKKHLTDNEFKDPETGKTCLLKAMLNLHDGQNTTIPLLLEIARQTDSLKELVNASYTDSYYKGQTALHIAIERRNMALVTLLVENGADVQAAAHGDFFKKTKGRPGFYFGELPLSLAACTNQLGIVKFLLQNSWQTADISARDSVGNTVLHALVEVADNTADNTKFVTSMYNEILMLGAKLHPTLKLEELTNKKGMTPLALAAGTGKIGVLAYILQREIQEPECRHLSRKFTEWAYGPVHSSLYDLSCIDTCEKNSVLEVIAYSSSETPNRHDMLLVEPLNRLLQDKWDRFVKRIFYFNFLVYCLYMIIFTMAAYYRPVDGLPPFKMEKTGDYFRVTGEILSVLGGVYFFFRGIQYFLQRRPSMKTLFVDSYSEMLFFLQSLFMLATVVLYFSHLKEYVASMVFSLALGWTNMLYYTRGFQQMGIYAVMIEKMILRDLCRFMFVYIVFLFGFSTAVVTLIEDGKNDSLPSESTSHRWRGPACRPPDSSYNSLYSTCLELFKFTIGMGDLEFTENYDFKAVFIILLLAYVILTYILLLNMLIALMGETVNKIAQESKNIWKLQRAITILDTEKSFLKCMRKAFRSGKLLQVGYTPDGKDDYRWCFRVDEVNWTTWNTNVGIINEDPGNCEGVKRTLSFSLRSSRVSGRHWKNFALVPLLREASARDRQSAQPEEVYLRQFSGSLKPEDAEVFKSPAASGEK
#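 Fluo-8 calcium influx in TRPV1-expressing cells, kinetic read (ex 480/em 520 nm). Compound added and read 3 min for agonist activity, followed by capsaicin at EC20 final and 2 min further read for enhancement.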
# TSHR antag: human thyrotropin receptor antagonism; P16473; TSHR-expressing cells, TSH-stimulated cAMP HTRF, 2 h; hits give low values; activity change, negative = inhibition, % at 11.5 µM; hit rate 0.2% among 330,000; AID 504810;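 active = activity change below a set negative limit, meaning inhibition stronger than a set level, cut at about -70% in these data; inconclusive = activity change between two set negative limits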; note: % is set by controls: 0 for no effect and ±100 for the full control effect
#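 TSHR-expressing cells, 200/well, pre-treated with compound, then stimulated with EC80 TSH (4nM final) for 2 hours at 37 deg C. cAMP measured by competitive HTRF: anti-cAMP cryptate antibody in lysis buffer plus cAMP-d2, read after 30 minutes at room temperature.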
# KCNH2 3.1 inh: inhibitors of human KCNH2 3.1 potassium channel isoform; hit rate 0.95% among 340,000; AID 720553; U2OS KCNH2 3.1, thallium flux FluxOr; hits give low values; activity change, % (tested at about 1.8 µM);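 active = maximum activity change below -70%; inconclusive = maximum activity change from -70% to -50%; inactive = maximum activity change above -50%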;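 note: thallium influx rate constant from kinetic fluorescence after stimulation buffer; % is set by controls: 0 for no effect and ±100 for the full control effect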
#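 U2OS cells transduced with KCNH2 3.1 mutant virus (1.77 x 10^8 /mL, 4 h), plated overnight at 37 C, loaded 45 min with FluxOr dye plus Red40 quencher. Thallium flux rate constant from kinetic reads after stimulation buffer, normalised to controls.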
# Mito fusion act: mitochondrial division inhibition or fusion activation; Potency, µM (series often up to 46.1 µM), for the others: top-dose growth rescue (activation), usual class: activators; S. cerevisiae fusion-defective mutant growth rescue, CellTiterGlo 48 h; AID 485298; hit rate 0.23% among 320,000;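 note: potency is the fitted concentration of half-maximal effect; % of control where 0% means no effect; nearly all actives have a fitted effect of over 45% in size; temperature-sensitive fusion mutants such as fzo1-1 at 37 °C on non-fermentable ethanol glycerol medium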
#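 Luminescent cell viability in 1536-well qHTS format served as the measure of rescued growth in ts fusion-mutant S. cerevisiae cultured on non-fermentable YPEG for 48 hours at 37C.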
# ELG1 DNA repair: ELG1-dependent DNA repair inhibition; HEK293T ELG1-luciferase reporter, luminescence, 16 h; DNA damage induced by 5-fluorouridine; Potency, µM (series often up to 46.1 µM), without a hit: at the top dose activity change, negative = inhibition, usual class: inhibitors; hit rate 2.3% among 330,000; note: potency is the fitted concentration of half-maximal effect; % is set by controls: 0 for no effect and ±100 for the full control effect; nearly all actives have a fitted effect of over 55% in size
#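 5-Fluorouridine DNA damage + compound/DMSO, 2,000 cells/well, 16 h, 37 °C/5% CO2. ONE-Glo, 30 min RT, luminescence. Readout = decrease in reporter signal.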
# AT treatment: candidate therapy for ataxia-telangiectasia. AID 485349. […] A-T fibroblasts, KAP-1 phosphorylation AlphaLISA; neocarzinostatin DNA damage 30 min before lysis. Potency, µM (titrated, usually from 57.5 µM), for inactives: at the highest dose activation, actives largely listed as activators. hit rate 0.19% among 320,000; note: potency is the fitted concentration of half-maximal effect; % of control where 0% means no effect; nearly all actives have a fitted effect of over 45% in size
#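 ATM-like activity read as KAP-1 phosphorylation via AlphaLISA donor/acceptor antibody pairs after lysis and 6 hr at 25C. Cells were ATM-null patient fibroblasts ([…], hTERT), dosed 60 min, then exposed to the DSB inducer NCS for 30 min.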
# USP2a inh: USP2a (human) protease inhibition. O75604. USP2 core, Ub-CHOP2 coupled fluorogenic reporter, 485/531. Potency, µM (doses to about 38.3 µM), inactives show top-dose activity change, negative = inhibition, most hits filed as inhibitors. hit rate 0.01% among 330,000. AID 463254;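 note: potency is the fitted concentration of half-maximal effect; plate controls were DMSO wells for no effect and full inhibition by NEM control for full effect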
#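 USP2 core (10nM final) preincubated 30min RT with compound in 20mM Tris-HCl pH 8.0, 2mM CaCl2, 2mM beta-mercaptoethanol, 0.05% CHAPS; 25nM Ub-CHOP2 plus 25nM reporter substrate added, fluorescence (Ex485/Em531) read after 60min.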
# hERG WT inh: blocks the wildtype human KCNH2 potassium channel. U2OS, BacMam KCNH2, thallium flux FluxOr; hits give low values. activity change, % at 1.84 µM. hit rate 0.37% among 340,000;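 active = maximum activity change below -70%; inconclusive = maximum activity change between -70% and -50%; inactive = maximum activity change above -50%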; note: % is set by controls: 0 for no effect and ±100 for the full control effect
#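 U2OS cells were transduced with wild-type KCNH2 virus (2.03 x 10^8 / mL) for 4 h at room temperature, then cultured overnight at 37 C. Thallium flux was read with FluxOr dye. Rate constants were normalized to DMSO controls.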
# TCR act: T cell receptor activation; primary human leukocytes, anti-CD3, IL-2 HTRF, 48 h; Potency, µM (top dose mostly 9.22 µM), for inactives: at the top dose activation of IL-2 secretion, hits mostly activators; AID 504894; 330,000 tested, under 10 active; note: % of control where 0% means no effect
#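 48 hr co-incubation of compounds, a-CD3 beads and primary human leukocytes; IL-2 quantified homogeneously by HTRF with anti-IL-2 K and d2 conjugates.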
# Eya2 inh: blocks the phosphatase activity of human Eya2 | O00167 | recombinant Eya2, OMFP fluorescence dephosphorylation (OMFP is methylfluorescein phosphate) | Potency, µM (series often up to 76.9 µM), for inactives: top-dose activity, negative = inhibition, most hits filed as inhibitors | hit rate 0.006% among 330,000 | AID 488837; note: potency is the fitted concentration of half-maximal effect; % is set by controls: 0 for no effect and ±100 for the full control effect
#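 Eya2 protein (added as 0.2 uM solution) was preincubated with compound for 10 min at ambient temperature in 50 mM HEPES pH 7.5, 50 mM NaCl, 5 uM MgCl2, 0.05% BSA, 1 mM DTT. OMFP (added at 50 uM) then reacted 10 min; fluorescence read at 485/525 nm.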
# * hit, by the source's call; i = inactive; ? = inconclusive; . = no result given; [ ] = remark or other dose. Unless noted, calls come from the whole dose curve; as a rule, active = well fitted curve in the direction sought with a large enough effect; inconclusive = small, poorly fitted or top-dose-only effect, or another doubt; inactive = no such curve, though single readings can be large; an effect the other way counts as inactive or inconclusive.
# Fields – TSHR antag	Eya2 inh	Mito fusion act	hERG WT inh	USP2a inh	KCNH2 3.1 inh	TRPV1 agonist	AT treatment	TCR act	ELG1 DNA repair
1. Cc1onc(-c2ccccc2)c1C(=O)NCCc1ccncc1
→ -3	-2%	-1%	1	3%	5	1	9%	-3%	-3%
2. C/C(=N/NC(=O)C(=O)N/N=C(/C)c1ccccc1)c1ccccc1
→ 6	-6%	2%	.	-3%	.	-2	1%	.	-12%
3. O=C(Nc1ccc(OC(F)(F)F)cc1)c1n[nH]c(Cn2cncn2)n1
→ -7	11%	0%	4	2%	-13	-3	6%	5%	2%
4. Cc1nnc(SC(C)C(=O)NCC2CCCO2)s1 (stereo not drawn)
→ 9	5%	-2%	-2	2%	18	0	3%	10%	9%
5. COc1cc(OC)c(NC(=O)Nc2ccc(OC)c(OC)c2)cc1Cl
→ 21	10%	-4%	3	2%	15	2	2%	1%	3%
6. O=C(c1ccc([N+](=O)[O-])cc1)N1CCN(C2=NS(=O)(=O)c3ccccc32)CC1
→ -11	5%	2%	11	1%	-5	2	-1%	-7%	-5%
7. Cc1c(-c2cccc(Cl)c2)nc2ccccc2c1C(=O)NC1CC1
→ 60	2%	2%	15	2%	-9	-6	-5%	-4%	-4%
8. Cc1cc(C(=O)CN2CCCCC2)c(C)n1-c1ccc(F)cc1
→ 18	-4%	0%	2	0%	0	1	1%	17%[46.1 µM]	?
9. O=C(c1ccc(S(=O)(=O)N2CCCC2)cc1)N1CCCCC1
→ 1	17%	-1%	3	2%	-3	-1	-2%	-4%	3%
10. COc1ccc(O[C@H]2C=C[C@@H](c3ccccc3)O[C@@H]2COC(=O)CC/C(C)=N/O[C@@H](C)c2cc(-c3c(C)cc(C)cc3C)no2)cc1
→ 1	8%	0%	.	2%	.	5	9%	.	-6%
11. Cc1cc(C)c(NC(=O)CSc2nc(=O)n(CCN3CCOCC3)c3c2CCC3)c(C)c1
→ -7	-10%	3%	14	2%	3	1	-2%	-2%	5%
12. COc1cc(/C=N/NC(=S)NC2CC3CC2C2C=CCC32)ccc1O (stereo not drawn)
→ -5	2%	-3%	0	-2%	-34	-1	2%	1%	3%
13. O=C(CCn1c(=O)sc2ccccc21)NC1=NCCS1
→ -5	4%	2%	3	2%	13	6	-4%	-7%[46.1 µM]	?
14. C[C@H](CO)N1C[C@H](C)[C@H](CN(C)S(=O)(=O)c2cn(C)cn2)Oc2ccc(NC(=O)Nc3ccc(C(F)(F)F)cc3)cc2CC1=O
→ 4	-11%	.	.	-1%	.	.	-4%	5%	?
15. CS(=O)(=O)c1ccc(Cl)c(NC(=O)CSc2nc3ccccc3c(=O)n2CCCN2CCOCC2)c1
→ -3	1%	-2%	.	4%	-6	0	9%	-5%[46.1 µM]	?
16. CCc1cc(C(=O)Cc2ccccn2)c(O)cc1O
→ 2	6%	6%	-6	-6%	8	10	-12%	-5%	?
17. CN(Cc1nccn1C)C(=O)c1cc(COc2cccc(C(F)(F)F)c2)on1
→ -2	-2%	-7%	2	-3%	2	10	2%	-8%	11%
18. COc1ccc(CN2C=C3C(=O)C(C)(OC(=O)C4CCCC4)C(=O)C=C3C=C2c2ccsc2)cc1 (stereo not drawn)
→ -2	-7%	13%	37	8%	11	1	-13%	6%	-6%
19. COc1ccc2c(C)cc(SCC(=O)Nc3ccc(Cl)cn3)nc2c1
→ 30	9%	3%	5	2%	-6	-4	5%	1%[46.1 µM]	-7%
20. Cc1[nH]c2ccccc2c1CCN(Cc1cccnc1)C(=S)NC(C)(C)C
→ -3	5%	-4%	0	5%	-11	-3	0%	-4%	12%
21. COc1ccc(C(=O)NC(=S)N2CCC(C)CC2)cc1
→ 23	15%	-6%	5	0%	-28	25	2%	0%	?
22. COCCSc1nnc(NC(=O)COC)s1
→ 6	8%	0%	-3	0%	-31	-4	-5%	1%	6%
23. CNC(=O)COC(=O)[C@@H](Nc1ccc(S(=O)(=O)N2CCOCC2)cc1[N+](=O)[O-])C(C)C
→ 7	-19%	3%	4	-1%	3	-2	-6%	7%[46.1 µM]	-11%
24. CN(C)C1=NC[C@H](Cc2ccccc2)N1CC1CCCCCC1
→ -4	8%	-4%	23	1%	-36	-3	12%	4%	-13%
25. Cn1c(SCC(=O)C(C)(C)C)nnc1-c1ccc(F)cc1
→ -5	-10%	2%	16	2%	3	5	0%	2%	?
26. C=CCn1c(COc2cccc(C)c2C)nnc1SCC(=O)N1CCN(c2ccccc2)CC1
→ -7	-10%	20%	-1	-1%	-4	0	-4%	3%[46.1 µM]	21µM*
27. Cc1ccnc(SCC(=O)Nc2sc3c(c2C#N)CCCC3)n1
→ -32	-8%	2%	-4	-1%	8	2	0%	-87%	-15%
28. Fc1cccc(NC(=S)Nc2ccc(Br)cc2)c1
→ 21	-5%	-13%	1	0%	13	3	0%	0%	13%
29. COC(=O)C/C(O)=C(/N=Nc1cccc(C(F)(F)F)c1)C(=O)OC
→ 7	0%	1%	-15	4%	2	2	-7%	-4%	15%
30. COCCn1c(C)cc(C(=O)CSc2nc3ccccc3o2)c1C
→ -12	18%	0%	-2	1%	1	21	-5%	1%	?
31. CCOC(=O)c1nn(-c2ccc(Br)cc2)cc1C(=O)c1cccc2ccccc12
→ 7	13%	-1%	-4	3%	-104*	-1	2%	-16%	?
32. CC1CCC(C(=O)NC(C(=O)NCc2cccnc2)C(C)C)CC1 (stereo not drawn)
→ 5	5%	-4%	2	-6%	-12	7	.	4%	1%
33. O=C(Cc1cccc2ccccc12)NNC(=O)Nc1ccc(Cl)cc1
→ 1	-9%	3%	3	2%	6	29	-3%	-3%	0%
34. CCN1CCCc2cc(CN(CCN3CCOCC3)C(=S)Nc3cccc(OC)c3)ccc21
→ -7	-6%	7%	-1	2%	-6	1	-3%	2%	?
35. Cc1ccc(NC(=O)C(C)NS(=O)(=O)c2ccc(F)cc2)cc1C (stereo not drawn)
→ -5	10%	-10%	i	1%	-13	1	0%	1%	-9%
36. CCOC(=O)C1=NN(C(=O)c2ccco2)C2(CC2)C1
→ 3	-4%	9%	7	-1%	6	2	-2%	0%[46.1 µM]	?
37. O=C(NN1S(=O)(=O)c2ccccc2S1(=O)=O)c1ccc(Br)cc1
→ -5	4%	15%	-3	1%	0	5	7%	0%	-1%
38. CC1(C)CC(=O)C2=C(C1)N(Cc1ccccc1)C(=O)C2(NC(=O)C(C)(C)C)C(F)(F)F (stereo not drawn)
→ -22	-11%	5%	8	2%	-1	5	6%	-4%	7%
39. COC(=O)CCCC1=CC2=C(c3ccccc3)C(=O)C(C)(OC(=O)C3CCCC3)C(=O)C2=CN1C(CO)CO (stereo not drawn)
→ -4	?	20%	5	-3%	24	-2	-29%	6%	1%
40. Cc1c(C(=O)OCC(=O)NCCc2ccc(S(N)(=O)=O)cc2)oc2ccccc12
→ -2	2%	-1%	6	1%	-28	1	3%	-6%	-15%
41. O=C(CC1COc2ccccc2O1)NCc1ccccc1 (stereo not drawn)
→ -4	3%	0%	4	3%	11	3	6%	2%[46.1 µM]	5%
42. Cc1cc(C)c(S(=O)(=O)NCc2cn3c(C)csc3n2)cc1C
→ 13	-18%	3%	-4	0%	9	0	10%	-2%	-13%
43. COc1ccc(CNc2cc(C)nc3ccc(OC)cc23)cc1
→ 3	9%	-8%	-3	1%	0	-3	3%	2%	-8%
44. COc1ccccc1CC(=O)NCc1csc(-c2cccs2)n1
→ 19	-21%	1%	-3	8%	-6	5	2%	-13%	?
45. O=C(O)c1ccc(N/N=C/c2cc3c(cc2[N+](=O)[O-])OCO3)cc1
→ -3	5%	-4%	3	1%	3	0	-3%	2%	?
46. CCN(c1ccccc1)P(=O)(Nc1ccccc1)Nc1ccccc1
→ -3	-6%	-1%	-4	0%	8	4	-3%	5%	-14%
47. CC1C(=O)N2CCCc3cc(NS(C)(=O)=O)cc1c32 (stereo not drawn)
→ -3	8%	-3%	-27	1%	-1	-1	3%	-1%	?
48. COc1cc(CCCN[C@H](CN)Cc2ccccc2)cc(OC)c1OC
→ 30	16%	-7%	0	4%	21	1	0%	5%	?
49. CCOc1ccc(Br)cc1S(=O)(=O)Nc1cccc(S(=O)(=O)Nc2ccccc2C(=O)O)c1
→ .	-2%	.	24	2%	-12	.	17%	8%	0%
50. CCN(CC(=O)Nc1c(F)cccc1F)C(=O)CCOc1ccc(C)cc1
→ 1	-6%	2%	9	-1%	5	2	4%	-1%	7%

# Full records, quoted from the list. Screens in order: TSHR antag, Eya2 inh, Mito fusion act, hERG WT inh, USP2a inh, KCNH2 3.1 inh, TRPV1 agonist, AT treatment, TCR act, ELG1 DNA repair
# `O=C(O)c1ccc(N/N=C/c2cc3c(cc2[N+](=O)[O-])OCO3)cc1` in the list: -3, 5%, -4%, 3, 1%, 3, 0, -3%, 2%, ?
# `CCOc1ccc(Br)cc1S(=O)(=O)Nc1cccc(S(=O)(=O)Nc2ccccc2C(=O)O)c1` in the list: ., -2%, ., 24, 2%, -12, ., 17%, 8%, 0%
# `Cc1cc(C)c(S(=O)(=O)NCc2cn3c(C)csc3n2)cc1C` in the list: 13, -18%, 3%, -4, 0%, 9, 0, 10%, -2%, -13%

# This is a subset (hit frequency here may not be typical).
